Compound activity (PubChem)
NPSR antagonist: qHTS Assay for Antagonists of the Neuropeptide S Receptor: cAMP Signal Transduction | Q6W5P4 | CHO-NPSR cells, cAMP TR-FRET, antagonist mode | Potency, µM (titrated, usually from 38.3 µM), for inactives: top-dose activity change, negative = inhibition, hits mostly inhibitors | 1% of 220,000 active | AID 1461, 2008; also: % is scaled to controls: 0 for no effect and ±100 for the full control effect; nearly all actives have a fitted effect of over 50% in size; many of its hits are not listed in these tables
Target sequence (Q6W5P4 whole entry, looked up): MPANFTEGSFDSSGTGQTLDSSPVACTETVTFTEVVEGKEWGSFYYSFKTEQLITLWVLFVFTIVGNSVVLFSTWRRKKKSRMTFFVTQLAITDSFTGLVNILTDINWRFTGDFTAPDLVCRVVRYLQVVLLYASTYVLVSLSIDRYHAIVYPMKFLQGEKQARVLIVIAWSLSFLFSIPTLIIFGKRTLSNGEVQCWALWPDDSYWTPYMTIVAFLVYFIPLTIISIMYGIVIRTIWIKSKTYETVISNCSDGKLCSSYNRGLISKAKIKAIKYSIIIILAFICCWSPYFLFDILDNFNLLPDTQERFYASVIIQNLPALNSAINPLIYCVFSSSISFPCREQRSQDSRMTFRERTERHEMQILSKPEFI
SMN2 splice enh: qHTS Assay for Enhancers of SMN2 Splice Variant Expression | AID 1458, 2008 | Potency, µM (series often up to 46.1 µM), inactives show top-dose activity change, positive = activation, usual class: activators | HEK293 SMN2-luciferase splicing reporter, luminescence, 30-36 h | 2.8% of 210,000 active; also: % of control where 0% means no effect; nearly all actives have a fitted effect of over 55% in size
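qHTS luciferase splicing reporter: luminescence rises when SMN2 exon 7 is included in transfected HEK293 cells. Compound exposure lasted 30-36 h at 37C, with 4.5 mM final sodium butyrate as control, followed by a ONE-Glo read.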
KinaseGlo FLuc: Counterscreen for Luciferase (Kinase-Glo TM) Inhibition; 0.28% of 200,000 active; Potency, µM (top dose mostly 38.3 µM), for the others: at the top dose activity change, negative = inhibition, actives largely listed as inhibitors; Kinase-Glo luciferase, ATP luminescence, 8 min; Luciferin 4-monooxygenase (Photuris pensylvanica), Q27757; also: % is scaled to controls: 0 for no effect and ±100 for the full control effect; nearly all actives have a fitted effect of over 60% in size
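Kinase-Glo luciferase light output from ATP and luciferin was measured with 10 uM ATP, within the enzyme's linear range. Buffer: 50 mM imidazole pH 7.2, 50 mM KCl, 7 mM MgCl2, 0.01% Tween 20, 0.05% BSA; luminescence read after 8 min at ambient temperature.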
RECQ1 inh: qHTS Assay for Inhibitors of RecQ-Like Dna Helicase 1 (RECQ1). ATP-dependent DNA helicase Q1 (Homo sapiens), P46063. RECQ1 DNA unwinding, red fluorescence kinetic read. Potency, µM (top dose mostly 57.3 µM), for inactives: at the highest dose activity, negative = inhibition, actives largely listed as inhibitors. 0.54% of 240,000 active;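 also: plate controls were vehicle for no effect and no enzyme for full effect; nearly all actives have a fitted effect of over 30% in size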
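RECQ1T1 50 nM; forked duplex (20 bp + 30-nt ss tails) 200 nM, ATP 2 mM final; pH 8.0, 2 mM MgCl2, 2.5 ug/ml poly(dI-dC); 15 min compound preincubation; discontinuous kinetic read over 2 h at RT.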
Epigenetic derep: Quantitative High-Throughput Screen for Regulators of Epigenetic Control. 0.2% of 280,000 active. Potency, µM (doses to about 53.9 µM), inactives show at the top dose GFP activation, hits mostly activators. murine LDR cells, GFP reporter derepression, 30 h. AID 1865, 2009; also: % of control where 0% means no effect; nearly all actives have a fitted effect of over 60% in size
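Murine LDR cells carrying a silenced, genomically integrated CMV-driven GFP reporter were exposed to compound for 30 hours at 37 C. After PBS washes, GFP-positive cells (20–120 um objects) were counted by laser-scanning microplate cytometry.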
IMPase Li cell: qHTS Assay for Identifying the Cell-Membrane Permeable IMPase Inhibitors: Potentiation with Lithium. Potency, µM (highest dose often 59.4 µM), inactives show top-dose activity, negative = IMPase inhibition, most hits filed as inhibitors. 0.35% of 210,000 active. AID 1457, 2008. CHO-M1 cells, IP1 TR-FRET (IP-One), carbachol + lithium;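 also: IP1 builds up when IMPase is blocked and the TR-FRET signal falls; plate controls were basal vehicle for no effect and high inhibitor control for full effect; nearly all actives have a fitted effect of over 50% in size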
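IP1 accumulation measured by competitive TR-FRET in lysed CHO-M1 cells after 30 min compound exposure at 37C, with a small lithium addition to potentiate weak responses. Hill-equation AC50 from ratio and donor-channel data.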
JMJD2E inh: qHTS Assay for Inhibitors of Human Jumonji Domain Containing 2E (JMJD2E) | JMJD2E catalytic domain, FDH-coupled NADH fluorescence (FDH is formaldehyde dehydrogenase) | Potency, µM (titrated, usually from 57.1 µM), without a hit: top-dose activity change, negative = inhibition, hits mostly inhibitors | 1.6% of 230,000 active | AID 2147, 2009; active = well fitted inhibition curve with a large enough effect, not every such curve was filed as active; inconclusive = small, poorly fitted or top-dose-only effect, or another doubt; inactive = no such curve, though single readings can be large or run the other way;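 also: 0% = wells with enzyme and -100% = buffer wells without enzyme; nearly all actives have a fitted effect of over 50% in size; many of its hits are not listed in these tables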
Target sequence (B2RXH2 1-337 limits assumed): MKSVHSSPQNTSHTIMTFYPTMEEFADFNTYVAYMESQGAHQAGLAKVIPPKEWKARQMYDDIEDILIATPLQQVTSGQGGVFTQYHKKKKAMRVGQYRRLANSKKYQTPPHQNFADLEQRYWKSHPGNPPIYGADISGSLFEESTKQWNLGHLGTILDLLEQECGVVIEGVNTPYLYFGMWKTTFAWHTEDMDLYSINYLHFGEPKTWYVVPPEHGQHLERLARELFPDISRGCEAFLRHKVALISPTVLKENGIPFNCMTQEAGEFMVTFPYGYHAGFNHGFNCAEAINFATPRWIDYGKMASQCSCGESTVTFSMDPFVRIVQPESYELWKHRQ
RGS12 GoLoco inh: qHTS Assay for Inhibitors of RGS12 GoLoco Motif Activity (Red Fluorophore); Guanine nucleotide-binding protein G(i) subunit alpha-1 (Homo sapiens), P63096; Gai1:RGS12 GoLoco peptide FP, rhodamine, 10 min; Potency, µM (highest dose often 61.6 µM), without a hit: at the highest dose activity, negative = inhibition, most hits filed as inhibitors; 0.44% of 230,000 active; AID 880, 2007; active = well fitted inhibition curve with a large enough effect, not every such curve was filed as active; inactive = no such curve, though single readings can be large or run the other way; also: % is scaled to controls: 0 for no effect and ±100 for the full control effect; nearly all actives have a fitted effect of over 30% in size; many of its hits are not listed in these tables
Target sequence (P63096 whole entry, looked up): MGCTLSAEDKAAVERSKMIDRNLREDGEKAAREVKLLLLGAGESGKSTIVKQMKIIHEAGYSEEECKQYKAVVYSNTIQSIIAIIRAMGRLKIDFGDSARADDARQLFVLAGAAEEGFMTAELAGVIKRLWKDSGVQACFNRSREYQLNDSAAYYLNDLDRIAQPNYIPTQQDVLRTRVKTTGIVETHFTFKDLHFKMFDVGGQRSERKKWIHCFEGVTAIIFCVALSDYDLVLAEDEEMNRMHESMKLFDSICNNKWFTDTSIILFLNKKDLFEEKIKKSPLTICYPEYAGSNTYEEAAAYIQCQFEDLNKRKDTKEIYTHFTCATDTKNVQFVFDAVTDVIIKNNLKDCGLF
Starred values were filed as active, the others as inactive; i = inactive; ? = inconclusive; . = no result given; & = joins results of further samples; [ ] = dose if it differs, or a comment. Unless noted, calls follow the shape of the dose curve; as a rule, active = well fitted curve in the direction sought with a large enough effect; inconclusive = small, poorly fitted or top-dose-only effect, or another doubt; inactive = no such curve, though single readings can be large; an effect the other way counts as inactive or inconclusive. Potency is read from the fitted curve at half-maximal effect. A portion of the library; rates above refer to the full screens.

smiles	Epigenetic derep	KinaseGlo FLuc	SMN2 splice enh	RGS12 GoLoco inh	IMPase Li cell	NPSR antagonist	RECQ1 inh	JMJD2E inh
O=C(COC(=O)c1ccc(NS(=O)(=O)c2cccs2)cc1)NCC1CCCO1 (stereo unspecified)	0.2%	1%	3%	4%	4%	-12%	i	-3%
c1cncc(-c2nc(NCc3cccs3)c3ccccc3n2)c1	-5.5%	2%	-6%	6%&10%	21%&24%	-20%	-5%	?
Cc1ccc2nc(C)cc(Nc3ccc([N+](=O)[O-])cc3)c2c1	-1.2%	-1%	-108%[inhibitor]	69%[activator]	5%	-9%	-2%	-11%
Cn1c(=O)oc2cc(S(=O)(=O)N3CCCC(C(=O)NCCN4CCOCC4)C3)ccc21 (stereo unspecified)	-5.6%	5%	11%	-12%	-3%[38.3 µM]	4%[46.1 µM]	-7%	5%
CC(C)=CCC1=C(O)[C@](O)(CC=C(C)C)C(=O)C(C(=O)CC(C)C)=C1O	1.1%	-1%	-12%	-1%	-3%	.	2%	?
O=C(Cc1ccc(-n2cccc2)cc1)NC1CCCCCC1	-1.0%	2%	-26%	26%	2%	-16%[46.1 µM]	-2%	4%
COc1ccc(-c2cnc(SCC(=O)Nc3ccc4c(c3)OCO4)n2Cc2ccco2)cc1	4.1%	-1%	-26%	-18%	21%[38.3 µM]	?	-20%	-6%
COc1ccc(N=c2cc(-c3ccc(O)cc3)oc3ccccc23)cc1	-3.0%	1%	2%	4%	6%	4%	-2%	-7%
CC(c1ccccc1)N1C(=O)CC(Sc2ncccc2C(=O)O)C1=O (stereo unspecified)	0.0%	1%	8%	3%	-2%[38.3 µM]	-6%[46.1 µM]	-12%	9%
CCOc1ccc(NC(=O)c2cc3c(=O)n(C)c4ccccc4c3n2C)cc1	13%	-3%	5%	5%	7.9µM*	-14%[46.1 µM]	-9%	?
CCCCNC(=O)c1cc2ccccc2s1	-1.5%	0%	6%	6%	4%	-5%	-5%	-12%
O=C(CCN1CCN(c2ccccc2F)CC1)Nc1ccc2c(c1)OCO2	-0.4%	0%	-4%	-3%	1%[38.3 µM]	-9%[46.1 µM]	-5%	11%
O=C(Cn1nc(C(F)(F)F)c2c1CCC2)NCc1ccc(Cl)cc1	-1.0%	-2%	-9%	5%	7%	3%[46.1 µM]	0%	5%
CCCCNC(=O)COc1ccccc1C(=O)c1cc(C#N)c(=O)n(CCOC)c1	-1.0%	-1%	-2%	2%	10%	15%	-11%	-30%
COCCn1c(=S)[nH]c2cc(C(=O)N3CCN(Cc4ccc5c(c4)OCO5)CC3)ccc2c1=O	0.2%	-2%	-43%[inhibitor]	0%	-2%[38.3 µM]	-21%[46.1 µM]	-15%	4%
COC(=O)/C(C#N)=C/c1occc1C	0.0%	-2%	8%	-2%	0%	-4%	-1%	-5%
CC(C)n1c(C(F)(F)F)nc2cc(C(=O)N3CCC(O)CC3)ccc21	2.1%	.	.	15%	.	10%	2%	2%
CC(=O)c1cc(C)ccc1OC(=O)c1cccnc1	-2.1%	1%	20%	-3%	-5%[38.3 µM]	-4%[46.1 µM]	-3%	8%
CC(=O)NCCn1c(SCc2cccc([N+](=O)[O-])c2)nc2ccccc2c1=O	0.1%	-3%	-2%	-10%	-2%	-32%	6%	-4%
COc1cc(/C=N/Nc2ccc(F)cc2F)cc(OC)c1O	0.9%	-2%	-10%	-3%	10%	-4%	-2%	7.9µM*
CNC(=O)C1(CC(C)C)C=CCN1C(=O)c1ccccc1 (stereo unspecified)	13%	-2%	3%	7%	-6%	.	-8%	5%
O=C(NCc1ccncc1)/C(=C\c1ccc(F)cc1)NC(=O)c1ccccc1	0.0%	0%	-4%	2%	-3%	13%	-4%	1%
Nc1nc(-c2ccc(Cl)cc2)nn1C(=O)c1ccco1	0.0%	1%	7%	4%	3%	8%	-1%	?
CCOC(=O)N1CCc2c(sc3c2c(=O)n(Cc2ccccc2)c(=O)n3Cc2cccc(C)c2)C1	-3.1%&1.9%	0%	4%&-15%	7%	10%	-35%	-6%	1%
COC(=O)CSc1snnc1-c1ccc(F)cc1	0.5%	-5%	-2%	-1%	24%[38.3 µM]	5%[46.1 µM]	-12%	2%
Cc1ccc(Nc2nc(N/N=C\c3ccc4c(c3)OCO4)nc(N3CCOCC3)n2)cc1	-1.0%	-4%	-36%[inhibitor]	10%	3%	-25%	i	-14%
Cc1ccc(S(=O)(=O)N2CCOCC2)cc1NC(=O)c1cc(-c2ccccn2)nc2ccccc12	-0.3%	.	.	7%	.	29%	2%	1%
C=CCn1c(=O)[nH]c2cc(C(=O)N3CCN(c4ccc(C(C)=O)cc4)CC3)ccc2c1=O	0.7%	-1%	-34%[inhibitor]	9%	-8%[38.3 µM]	-10%[46.1 µM]	4.5µM*	?
COc1ccc(NC(=O)C23CC4CC(C2)CC(n2cnc(Br)n2)(C4)C3)cc1Cl	2.7%	-1%	13%	9%	7%[38.3 µM]	-21%[46.1 µM]	-4%	-2%
COC(=O)CCN1CCN(S(=O)(=O)c2ccccc2Br)CC1	-4.5%	1%	10%	-10%	1%	18%	-2%	?
Cc1nn2c(Nc3ccccc3)c3c(nc2c1-c1ccccc1)CCC3	-1.9%	-2%	-20%	3%	-3%	-53%	-4%	?
CC1(C(=O)O)CCC(C(=O)NC2CCCCC2)C1(C)C (stereo unspecified)	-0.1%	15%	-6%	4%	31%[38.3 µM]	-16%[46.1 µM]	-1%	-3%
CCN1CCN(CCCOc2ccc(-c3ccccc3)cc2)CC1	0.0%	-1%	25%	14%	15%[38.3 µM]	4%[46.1 µM]	-11%	-2%
O=S(=O)(c1cnccc1N1CCN(/N=C/c2ccc(Cl)cc2)CC1)N1CCCCC1	1.0%	-6%	-14%	-7%	16%[38.3 µM]	0%[46.1 µM]	-2%	9%
C#CCOCCOCCOCCNc1nc(N2CCN(C(=O)[C@H]([C@@H](C)CC)n3cc([C@@H](N)CC(C)C)nn3)CC2)nc(N2CCN(C(=O)[C@H]([C@@H](C)CC)n3cc([C@@H](N)CC(C)C)nn3)CC2)n1	-1.5%	.	.	-7%	1%	-22%	-3%	1%
Cc1ccc(C(=O)CC2(O)C(=O)N(CCc3ccccc3)c3ccc(Br)cc32)o1 (stereo unspecified)	1.1%	2%	-5%	1%	24%[38.3 µM]	-30%[46.1 µM]	-21%	-4%
CCn1c(O)c(C=NC2CCCC(C)C2C)sc1=S (stereo unspecified)	1.1%	.	.	9%	.	?	-20%	-13%
O=C(Nc1ccccc1)N1CCCC2(CCN(C(=O)c3cc(C(F)(F)F)cc(C(F)(F)F)c3)CC2)C1	.	-1%	2%	-2%	4%	.	-13%	.
Cc1ccc2cc3c(N)c(C(=O)N4CCOCC4)sc3nc2c1	-6.2%	.	.	.	.	-7%[46.1 µM]	-13%	-5%
Cc1cc(C)cc(NC(=O)C(OC(=O)c2sccc2C)c2ccccc2)c1 (stereo unspecified)	-1.0%	3%	-12%	-8%	10%	-46%	0%	3%
c1cncc(-c2nc(NCCCN3CCOCC3)c3c4c(sc3n2)CCC4)c1	4.1%	1%	-9%	7%	1%	-54%	-2%	?
Cn1cccc1CNC1CCCC1	1.1%	-2%	8%	5%	24%[38.3 µM]	13%[46.1 µM]	i	4%
O=C(O)CCC(=O)Nc1ccccc1C(=O)NCCc1ccccc1	1.0%	-2%	?	3%	-1%	11%	-4%	-16%
CN(C)C(=S)Nc1ccc(Br)c(Cl)c1	1.6%	.	.	2%	.	-16%	-7%	7%
Cc1ccc(S(=O)(=O)N/N=C/c2ccc(OCC(=O)Nc3ccccc3Cl)cc2)cc1	0.0%	0%	-8%	6%	9%[38.3 µM]	-28%[46.1 µM]	-11%	-11%
N=c1ccn(Cc2ccc(F)cc2)cc1	-3.1%	.	.	7%	.	16%	i	2%
COc1ccc(C(OC(=O)c2ccco2)C(=O)NC2CCCCC2)cc1 (stereo unspecified)	-1.0%	1%	14%	-10%	-4%	-8%[46.1 µM]	-3%	-2%
Cn1c(SCC(=O)N2CCCC2)nc2ccccc21	2.4%	0%	8%	7%	-3%	7%	2%	4%

2 entries drawn at random from the list so far:
smiles	Epigenetic derep	KinaseGlo FLuc	SMN2 splice enh	RGS12 GoLoco inh	IMPase Li cell	NPSR antagonist	RECQ1 inh	JMJD2E inh
Cc1ccc2cc3c(N)c(C(=O)N4CCOCC4)sc3nc2c1	-6.2%	.	.	.	.	-7%[46.1 µM]	-13%	-5%
O=C(O)CCC(=O)Nc1ccccc1C(=O)NCCc1ccccc1	1.0%	-2%	?	3%	-1%	11%	-4%	-16%

Remaining list, next part
smiles	Epigenetic derep	KinaseGlo FLuc	SMN2 splice enh	RGS12 GoLoco inh	IMPase Li cell	NPSR antagonist	RECQ1 inh	JMJD2E inh
COc1ccc(NC(=O)c2ccc(Cl)c(NC(=O)c3ccncc3)c2)cc1	3.2%	-4%	.	0%	5%	7%	-6%	?
CNC(=O)c1nnsc1S(=O)c1ccc(Cl)cc1 (stereo unspecified)	0.9%	-8%	?	-28%	24%	-45%	-7%	-5%
O=C(Nc1ccc2c(c1)CCC2)c1cnc(Cl)c(Cl)c1	0.2%	-3%	?	8%	5%	-42%	-14%	?
COCC(C)n1c(C)cc(C(=O)CSc2nc(C)c(C)c(C)n2)c1C (stereo unspecified)	0.0%	.	.	1%	.	-9%	i	0%
CCCCn1c(=O)[nH]c(=O)c2c1nc(CN1C(=O)c3ccccc3S1(=O)=O)n2CCC	-7.2%	.	.	.	.	-20%[46.1 µM]	-8%	-7%
CCNc1nc(Oc2ccc(C(=O)OC)cc2)nc(N2CCOCC2)n1	0.0%	.	.	-13%	.	-4%	i	5%
NNC(=S)NCc1ccc2c(c1)OCO2	-3.0%	-1%	-8%	11%	-4%	14%	1%	-26%
